MT1-MMP txn act – MT1-MMP promoter reporter activation – cell-based, luciferase luminescence, primary screen. HT1080 MT1-MMP promoter luciferase reporter, overnight; hits give high values. 86,000 compounds, 0.16% hits. activation factor at 10 µM. AID 750, 2007;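 active means activation factor of at least 2 for MT1-MMP transcription at 10 µM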
ERb coact inh – inhibitors of ERβ-SRC1 coactivator interaction, primary screen, biochemical, TR-FRET, ERβ LBD, SRC-1 peptide. Estrogen receptor beta (Homo sapiens), Q92731. 86,000 compounds, 1.3% hits. TR-FRET ER-beta LBD / SRC1-Cy5 peptide binding; receptor agonist-loaded with 1 µM estradiol. inhibition, % at 25.6 µM;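 active means compounds whose percent inhibition of the receptor-coactivator binding signal exceeds about 50% in the single-dose screen, limit read from the data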;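 further: 0% = receptor plus peptide wells without compound and 100% = peptide-only wells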
Smad3 inh – Smad3/FoxH1 peptide binding inhibitors, primary screen, biochemical, TR-FRET. inhibition, % at 25 µM. Mothers against decapentaplegic homolog 3 (Homo sapiens), P84022. TR-FRET Smad3/Dy647-FoxH1 peptide binding, europium anti-His. 88,000 compounds, 0.29% hits;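 active means compounds that reduce the energy-transfer binding signal between the protein and its labelled peptide by more than half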;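 further: 0% = Smad3 plus labelled peptide maximal FRET and 100% = peptide-only background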
HUVEC inhibit – inhibitors of HUVEC proliferation, primary screen, cell-based, 384-well; 86,000 compounds, 1.1% hits; viability, % at 10 µM (by protocol); CellTiter-Glo luminescence, 72 h; hits give low values;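 active means viability at or below 30%; inactive means viability above 30%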;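 further: 100% = median luminescence of DMSO-only cell control wells on each plate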
H69AR growth 86K – proliferation blockers of H69AR lung cancer cells, primary screen, cell-based, human, 86K library | H69AR lung tumor viability, ATP luminescence, 72 h; hits give low values | viability, % at 10 µM | 85,000 compounds, 6% hits;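 active means viability at or below 40%; inactive means viability above 40%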;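 further: multidrug resistant small cell line overexpressing MRP-1 efflux transporter; 100% = mean luminescence of untreated control wells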
ERa coact pot – enhancers of ERα–SRC-1 coactivator binding, primary screen, biochemical, TR-FRET, ERα LBD, low estradiol; TR-FRET ERalpha-LBD/SRC-Cy5 coactivator binding, 2 h; 100 = basal binding, no effect; coactivator binding (% of control), % at 25.6 µM; 86,000 compounds, 1.3% hits; AID 639, 2007; in the data active means activity above about 200%;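 further: binding measured in presence of low estradiol as agonist stimulus; 0% = peptide alone without receptor and 100% = receptor with peptide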
Mac1 fbg enh – enhancers of CD11b/CD18 adhesion to fibrinogen, primary screen, K562 cells, luminescence | Integrin beta-2 (Homo sapiens) + Integrin alpha-M (Homo sapiens), P05107+P11215 | ATPlite luminescence | activation, % at 10 µM | 93,000 compounds, 0.07% hits;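 active means 10 µM primary screen giving 50% or more activity, confirmed by 40% or more on retest at that dose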; further: strong numbers were not always called active
Target sequence (P05107 whole entry, looked up, other chains not shown): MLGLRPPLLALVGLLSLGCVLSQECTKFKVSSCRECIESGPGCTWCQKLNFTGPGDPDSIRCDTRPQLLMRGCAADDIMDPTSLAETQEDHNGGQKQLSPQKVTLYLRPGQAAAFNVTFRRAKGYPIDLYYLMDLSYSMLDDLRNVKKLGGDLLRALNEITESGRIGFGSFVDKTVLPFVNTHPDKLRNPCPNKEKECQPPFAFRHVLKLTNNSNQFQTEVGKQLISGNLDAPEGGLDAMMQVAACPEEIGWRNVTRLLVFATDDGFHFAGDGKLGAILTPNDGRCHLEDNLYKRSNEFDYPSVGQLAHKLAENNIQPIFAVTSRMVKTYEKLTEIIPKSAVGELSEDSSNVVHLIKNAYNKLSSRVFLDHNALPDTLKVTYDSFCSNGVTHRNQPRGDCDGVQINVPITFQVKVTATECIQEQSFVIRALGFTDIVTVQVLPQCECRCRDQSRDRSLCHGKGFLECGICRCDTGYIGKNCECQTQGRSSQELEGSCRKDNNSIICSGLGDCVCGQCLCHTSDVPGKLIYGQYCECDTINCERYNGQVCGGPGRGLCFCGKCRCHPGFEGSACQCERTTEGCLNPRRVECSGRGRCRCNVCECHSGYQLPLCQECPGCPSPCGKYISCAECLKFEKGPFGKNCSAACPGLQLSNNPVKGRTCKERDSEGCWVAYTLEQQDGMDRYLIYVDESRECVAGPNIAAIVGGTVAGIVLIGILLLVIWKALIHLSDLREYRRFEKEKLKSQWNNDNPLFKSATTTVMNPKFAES
Fibroblast inh – antiproliferative effect on LL 47 fibroblasts – human, LL 47 cells, CellTiter-Glo luminescence, primary screen; LL 47 human lung fibroblast viability, ATP luminescence; hits give low values; viability, % at 10 µM; 85,000 compounds, 1.1% hits; AID 719, 2007;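 active means viability at or below 50% in the single dose screen; inactive means viability above 50%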;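 further: compound exposure lasted 72 h before the ATP readout; 100% = median luminescence of untreated cell-only wells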
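material = human LL 47 lung fibroblast cells | dosing = compounds added from tenfold dosing solution, 0.1% DMSO final | timing = overnight cell rest, 72 h compound treatment at 37 °C | measured by = CellTiter-Glo luminescence measuring cellular ATP | evaluation = % viability versus median cells-only luminescence | control set = cell-only wells, no compound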
ERa coact inh – ERα–SRC-1 coactivator interaction inhibitors, primary screen, biochemical, TR-FRET, ERα LBD, estradiol-bound; AID 629, 2007; Estrogen receptor (Homo sapiens), P03372; inhibition, % at 25.6 µM; 86,000 compounds, 1.7% hits; TR-FRET ER-alpha LBD / SRC-1 peptide; in the data active means inhibition above about 50%;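 further: 0% = receptor plus peptide control and 100% = peptide only without receptor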
* marks the source's active call; other numbers are inactive results; . = no result given; [ ] = remark or other dose.

SMILES	MT1-MMP txn act	ERb coact inh	Smad3 inh	HUVEC inhibit	H69AR growth 86K	ERa coact pot	Mac1 fbg enh	Fibroblast inh	ERa coact inh
CCOC(=O)c1ccc(NC(=O)C2CCCN(S(=O)(=O)c3ccc(F)cc3)C2)cc1 (centres undefined)	1.1	4	-27	74	20*	99	-2	94	-1
C=CCNc1nc(N)c(C(=O)c2ccc3c(c2)OCO3)s1	1.6	-11	9	102	29*	111	-4	95	-2
CCC(C)(C)NC(=O)C(c1ccc(C)o1)N(Cc1cccs1)C(=O)Cn1nnc2ccccc21 (centres undefined)	1.1	-3	13	79	49	109[fluorescence artefact?]	-2	43*	4[fluorescence artefact?]
Cc1ccccc1Nc1nc(N)nc(CSc2nc3ccccc3c(=O)n2C)n1	1.2	-9	2	100	94	108	-1	100	78*
O=C(CSc1ncccc1C(=O)O)c1ccc2ccccc2c1	0.9	-1	-23	106	96	102	.	102	-6
COc1ccc(S(=O)(=O)O/N=C2\CCCc3ccccc32)cc1	1.5	0	13	82	90	112	-2	101	-4
Cc1cccc2cc(C#N)c(NCCCn3ccnc3)nc12	1	-20	1	79	90	110	0	98	-29
O=C1CSC(c2cccnc2)N1c1ccc(F)cc1 (centres undefined)	1	3	-9	100	97	107	-4	101	-3[fluorescence artefact?]
CSc1nc(SCC(N)=O)c2c3c(sc2n1)CN(C)CC3	1	19[fluorescence artefact?]	7	93	90	81[fluorescence artefact?]	-2	94	14[fluorescence artefact?]
CCOC(=O)c1ccc(NC(=O)CC2OCCN(CC)C2=O)cc1 (centres undefined)	1.1	-30	7	117	107	96	-2	110	-41
O=C(c1ccc(Cl)cc1)c1ccc(CN2C(=O)c3ccccc3C2=O)o1	1.1	32[fluorescence artefact?]	-20	96	92	79	8	103	12[fluorescence artefact?]
CCOCCCNc1ncnc2c1[nH]c1ccccc12	1.3	0	-4	108	60	106	-6	100	-1
CCC(=O)NCCNc1nc2cc(C)c(C)cc2cc1C#N	1.2	11	5	109	93	97	-7	103	-6
NC(=O)COC(=O)C(Cc1ccccc1)NS(=O)(=O)c1ccccc1F (centres undefined)	1.1	-4	-1	95	92	111	3	100	-8
CCn1c(=O)c2ccccc2n2c(SCC(=O)N3CCCc4ccccc43)nnc12	0.9	-1[fluorescence artefact?]	-5	84	86	105	.	93	1[fluorescence artefact?]
Cc1cc(=O)oc2c(CN(CC(C)C)CC(C)C)c(O)ccc12	1.3	-6	9	87	106	108	-3	96	7
O=C(NCc1cccnc1)c1cn(CCc2ccccc2)nn1	1.2	3	-3	92	103	112	-1	96	-3
Cn1c(SCC(=O)NCc2ccc3c(c2)OCO3)nnc1-c1c[nH]c2ccccc12	1	-5	15	86	90	116[fluorescence artefact?]	4	107	4
O=C(NCc1ccccc1Cl)c1csc2c1CCCCC2	1.1	-6	7	113	97	99	-5	102	0
Cc1cc(C)c(C#N)c(SCc2ccccc2C(=O)O)n1	1.2	-1	3	108	57	106	-3	97	-4
Clc1ccc(SCCn2ccnc2)cc1	1	-1	8	97	97	97	-2	102	10[fluorescence artefact?]
O=C(CN1C(=O)COc2ccc(Cl)cc21)N1CCc2ccccc21	0.9	16	-5	93	98	117	2	99	1
CCN(C(=O)C1CCN(S(=O)(=O)c2ccc3c(c2)oc(=O)n3C)CC1)c1cccc(C)c1	.	-3	-1	98	84	93	-2	89	1
CCOC(=O)C(CC)Sc1nc2c(c(=O)[nH]c(=O)n2C)n1C/C=C(/C)Cl (centres undefined)	1.1	1	-1	94	57	93	4	97	10[fluorescence artefact?]
Cc1c(-c2ccccc2)nc2ccccc2c1C(=O)O	1.2	-6	1	91	84	100	4	89	0
CCOC(=O)c1[nH]c(C)c(C(=O)N2CCN(c3ccccc3)CC2)c1C	1.3	-1	5	104	104	110	0	94	-9
Cn1c(SCCSc2nnc(-c3ccccc3)n2C)nnc1-c1ccccc1	1.1	-7	-1[fluorescence artefact?]	107	84	119	-4	98	-5
CCOC(=O)c1[nH]c(C)c(C(=O)N2CCN(c3ccc(F)cc3)CC2)c1C	1.1	-32	21[fluorescence artefact?]	93	81	112	5	92	-33
O=S(=O)(c1ccccc1)c1nc(-c2cccs2)oc1NCC1CCCO1 (centres undefined)	1.4	1	-11	97	87	105	-2	100	-4
CC(=O)c1cccc(NC(=O)c2ccc(Br)o2)c1	1.3	2	12[fluorescence artefact?]	89	94	85	-1	113	8[fluorescence artefact?]
CC(Sc1nnc2ccccn12)C(=O)Nc1ncc(Cl)cc1Cl (centres undefined)	1.3	-5	11	101	94	104	0	99	5
Cc1ccc(C2C=C(c3ccccc3OC(F)F)Nc3ncnn32)cc1 (centres undefined)	1.1	8	8	93	76	110	-3	.	-4
COc1cc(OC)c(C(=O)Nc2cccc(C(C)=O)c2)cc1OC	.	-7	1	107	69	101	5	114	-1
COc1cc(C(=O)N(Cc2cccnc2)Cc2cc3cc4c(cc3[nH]c2=O)OCCO4)cc(OC)c1OC	1.2	-5	6	88	87	115	.	103	4
Cc1cc(Nc2ccccc2)n(CCC#N)n1	1.1	0	6	102	87	107	-1	94	-7
CC(=O)c1cccc(NS(=O)(=O)N(C)C)c1	1.1	-7	5	95	93	123[fluorescence artefact?]	-2	106	-1
O=C(NC1CCCCC1)Sc1ccc(Cl)cc1	1.1	6	5	62	36*	69	-1	83	5
N#CC(c1ccc(O)cc1)N1CCCCC1 (centres undefined)	1.4	4[fluorescence artefact?]	5	98	90	98	3	96	5
Cc1nnc(SCC(=O)N2c3ccccc3Sc3ccccc32)n1N	1	6	-4	90	92	110	1	59	3
O=C(CCn1nc(-c2ccc(Cl)cc2)ccc1=O)NCc1ccccn1	1.2	31	4	88	96	88	.	101	14[fluorescence artefact?]
Cc1ccc(C2CC(=O)c3cnc(N4CCN(c5ccccc5)CC4)nc3C2)cc1 (centres undefined)	1	4	7[fluorescence artefact?]	87	64	139	-2	99	-5
O=C(NCCCN1CCOCC1)c1cc2c(=O)[nH]c3ccccc3c2s1	1	-8	-1	95	100	224*	.	93	-5
COc1ccc(OC)c(N(CC(=O)Nc2cccnc2)S(=O)(=O)c2ccc(OC)c(OC)c2)c1	1.1	-5[fluorescence artefact?]	4	99	82	94[fluorescence artefact?]	-1	96	-4
CCOC(=O)c1cc(C(=O)OCC)cc(-n2c(C)cc(C(=O)CN3CCOCC3)c2C)c1	1.2	0[fluorescence artefact?]	-1	94	87	106	-7	93	2
COc1ccc(CN(Cc2cc3cccc(C)c3[nH]c2=O)C(=O)N(C)C)cc1	1.2	3[fluorescence artefact?]	-4	85	90	103	-2	95	7[fluorescence artefact?]
O=C(c1noc2c1CCCC2)N1CCN(Cc2ccccc2)CC1	1.2	-7[fluorescence artefact?]	-3	99	99	113[fluorescence artefact?]	-5	96	-11
O=C(CSc1nnnn1C1CCCCC1)N1c2ccccc2Sc2ccccc21	1.2	-3	8	100	74	106	-1	91	0
Cc1ccc(NCCc2ccc(C)nc2)cc1	1.3	-8	-7	101	104	97	-2	108	23
O=C(c1ccc(S(=O)(=O)N2CCCCC2)cc1)N1CCCc2ccccc21	1.1	8	1	101	84	97	-1	99	-6
Cc1ccc(C(=O)N(c2c(C)n(C)n(-c3ccccc3)c2=O)C(C)C)cc1	1.3	-5	10	92	102	100	-2	99	20[fluorescence artefact?]
Cc1ccc(/C=C/S(=O)(=O)N2CCC(C(=O)O)CC2)cc1	1.1	0	6	100	101	110	1	98	-5
CCCCn1c(-c2nonc2N)nc2ccccc21	1.2	4	-4	82	30*	80	.	84	-1
Nc1nnc(SCC(=O)N2CCc3ccccc32)n1-c1ccccc1	1.3	2	4	93	95	73	-1	95	2
COc1ccccc1-c1nnc2n1N=C(c1ccc(O)c(O)c1)CS2	0.5	75*[fluorescence artefact?]	16	51	21*	50	1	38*	60*[fluorescence artefact?]
Cc1ccc(C2CC(C(F)(F)F)n3ncc(C(N)=O)c3N2)cc1 (centres undefined)	1.1	-9	1	87	87	105	0	103	-1
Cc1ccn2cc(C(=O)Nc3nnc(C)s3)nc2c1	1.5	1[fluorescence artefact?]	4	92	88	95	0	94	5
CCSc1nc(=S)n(-c2ccccc2)c(C)c1C(C)=O	1.1	-6	-6	85	87	101	-5	85	-7
COC(=O)c1cccc(COC(=O)c2ccc(N(C)C)cc2)c1	1.1	3	2	82	70	106	.	100	-1
Cc1nc(CNS(=O)(=O)c2cc(C)c(C)cc2C)cs1	1.1	-7	9	92	80	111	-2	97	-9
O=c1c2ccccc2ncn1-c1cccc(Cl)c1	1.2	14	-5	105	85	116[fluorescence artefact?]	.	90	-3
Remaining list, next part:
SMILES	MT1-MMP txn act	ERb coact inh	Smad3 inh	HUVEC inhibit	H69AR growth 86K	ERa coact pot	Mac1 fbg enh	Fibroblast inh	ERa coact inh
COc1ccc(-c2nnc(N(C)C(=O)c3ccno3)s2)cc1	1.3	2	-11	90	102	116	.	99	-12
CCOC(=O)N1CCN(c2c(NCC3CCCO3)c(=O)c2=O)CC1 (centres undefined)	1.2	-4	-8	102	103	99	-4	102	-5
COc1ccc(S(=O)(=O)Nc2cc(C(=O)NC(C)C)ccc2N2CCOCC2)cc1	1.2	1	2	90	88	110	-2	98	-9
Cc1cc(C(=O)OCC(=O)c2ccc(Br)s2)c(C)o1	1.4	10	3	98	88	95	4	94	14
C=CCOC(=O)c1[nH]c2c(c1C)C(=O)CC(c1cc(OC)c(OC)c(OC)c1)C2 (centres undefined)	.	7[fluorescence artefact?]	-6	85	64	96	-1	98	-6
Cc1ccc(NC(=O)CN2C(=O)C3CCCCN3C(=O)c3ccccc32)cc1 (centres undefined)	.	5	-8	99	103	80	-7	102	-5
Cc1ccc(C)c(N2CCN(C(=O)C3CCN(S(=O)(=O)c4cccc5nsnc45)CC3)CC2)c1	1	-2	5	86	67	110	.	99	-8
COC(=O)[C@H](CCSC)NC(=O)Nc1ccc(C(C)=O)cc1	1	7[fluorescence artefact?]	-7	91	94	83[fluorescence artefact?]	0	111	-5
CCc1nc(NC2CCCCC2)c(C#N)c2c1COC(C)(C)C2	0.9	-13	9	94	73	100	-2	91	-4

For convenience, some entries already given:
SMILES	MT1-MMP txn act	ERb coact inh	Smad3 inh	HUVEC inhibit	H69AR growth 86K	ERa coact pot	Mac1 fbg enh	Fibroblast inh	ERa coact inh
C=CCOC(=O)c1[nH]c2c(c1C)C(=O)CC(c1cc(OC)c(OC)c(OC)c1)C2 (centres undefined)	.	7[fluorescence artefact?]	-6	85	64	96	-1	98	-6
Cc1ccc(NC(=O)CN2C(=O)C3CCCCN3C(=O)c3ccccc32)cc1 (centres undefined)	.	5	-8	99	103	80	-7	102	-5
Cc1ccc(C)c(N2CCN(C(=O)C3CCN(S(=O)(=O)c4cccc5nsnc45)CC3)CC2)c1	1	-2	5	86	67	110	.	99	-8
COC(=O)[C@H](CCSC)NC(=O)Nc1ccc(C(C)=O)cc1	1	7[fluorescence artefact?]	-7	91	94	83[fluorescence artefact?]	0	111	-5
CCc1nc(NC2CCCCC2)c(C#N)c2c1COC(C)(C)C2	0.9	-13	9	94	73	100	-2	91	-4

High-throughput results from PubChem.

Not all compounds are listed; count on the stated rates, not on these rows.
